High-throughput results deposited in PubChem by several laboratories.
KLF5 inh: KLF5 expression inhibitors, primary screen, DLD-1 cells, luminescence; DLD-1 KLF5 promoter-luciferase reporter; inhibition, % at 5 µM; actives 0.23% (n = 290,000); AID 1700, 2009;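 active means inhibition above a per-plate limit of that plate's mean compound inhibition plus 3 SD, cut at about 60% in these data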;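 further: 0% = DMSO wells and 100% = LY294002 at 200 µM; higher means less KLF5 promoter-driven luciferase light; inactives centre near -14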
GSK3beta inhib: human GSK3beta kinase inhibitors, primary screen, biochemical, cell-free homogeneous, HTS; GST-GSK3beta kinase, ADP-Glo luminescence, 60 min; active compounds read low; Glycogen synthase kinase-3 beta (Homo sapiens), P49841; actives 0.038% (n = 300,000); activity score (negative = inhibition), % at 10 µM;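 active means more than half of replicate wells score below -50%, meaning over 50% inhibition versus plate controls; inconclusive means some replicates but at most half score below -50%; inactive means no replicate scores below -50%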;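 further: 0% = median DMSO wells and -100% = median GW8510 positive control wells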
Target sequence (P49841 whole entry, looked up): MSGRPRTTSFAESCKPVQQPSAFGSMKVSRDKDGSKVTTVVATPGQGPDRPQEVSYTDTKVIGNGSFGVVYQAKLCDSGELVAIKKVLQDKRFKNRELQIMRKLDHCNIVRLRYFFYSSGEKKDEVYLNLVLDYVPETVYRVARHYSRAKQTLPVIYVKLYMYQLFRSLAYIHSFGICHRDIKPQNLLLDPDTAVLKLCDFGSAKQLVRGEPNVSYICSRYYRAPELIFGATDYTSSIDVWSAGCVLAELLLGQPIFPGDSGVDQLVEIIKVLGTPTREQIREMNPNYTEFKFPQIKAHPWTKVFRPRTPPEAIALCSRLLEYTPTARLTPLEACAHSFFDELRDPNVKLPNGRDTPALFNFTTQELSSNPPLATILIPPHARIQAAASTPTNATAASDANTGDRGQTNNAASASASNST
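Test system: GST-tagged human GSK3beta kinase, cell-free; evaluation: activity score scaled between in-plate DMSO and GW8510 controls; measured by: ADP-Glo luminescence; incubation: 60 min reaction, RT; benchmarks: DMSO and 20 µM GW8510; reagent: peptide substrate plus 25 µM ATP (final); medium: Tris/MgCl2 kinase buffer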
GSK3A inh: blockers of GSK3A enzyme activity – biochemical, luminescence, cell-free homogeneous, HTS, primary screen; actives 0.1% (n = 320,000); inhibition, % at 10 µM; AID 2650, 2010; Glycogen synthase kinase-3 alpha (Homo sapiens), P49840; GSK-3 alpha kinase, ADP-Glo luminescence, 60 min;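 in the data active means inhibition above about 50%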;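 further: GST-tagged GSK-3 alpha with peptide substrate and 25 µM ATP; 0% = DMSO neutral wells and 100% = GW8510 positive control wells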
Target sequence (P49840 whole entry, looked up): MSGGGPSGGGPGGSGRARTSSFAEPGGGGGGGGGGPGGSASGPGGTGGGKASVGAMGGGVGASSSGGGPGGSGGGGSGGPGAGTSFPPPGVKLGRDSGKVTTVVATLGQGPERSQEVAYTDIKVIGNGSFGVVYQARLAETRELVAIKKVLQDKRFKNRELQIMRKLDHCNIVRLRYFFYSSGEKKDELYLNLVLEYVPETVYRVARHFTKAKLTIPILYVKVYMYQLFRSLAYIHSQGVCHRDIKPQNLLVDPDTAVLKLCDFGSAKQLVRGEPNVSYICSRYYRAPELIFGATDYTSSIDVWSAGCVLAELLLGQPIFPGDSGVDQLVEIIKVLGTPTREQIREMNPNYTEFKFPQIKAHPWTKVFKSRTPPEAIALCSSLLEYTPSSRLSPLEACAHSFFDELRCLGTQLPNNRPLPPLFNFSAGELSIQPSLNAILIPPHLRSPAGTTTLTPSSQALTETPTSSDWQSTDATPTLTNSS
HSF1 inh: HSF1 inhibitors in luciferase reporter cells, primary screen, cell-based, NIH3T3, luminescence; NIH3T3-HGL HSE-luciferase, MG132-induced, luminescence 8 h; active compounds read low; activity change, negative = inhibition, % at 7.5 µM (by protocol); actives 0.77% (n = 300,000);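 active means more than half of replicate wells show activity change below -50%, luminescence cut by over half; inconclusive means some wells, but at most half, below -50%; inactive means no replicate well below -50%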;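 further: luciferase reports HSF-1 transcriptional activity via heat shock element; 0% = median of DMSO wells and -100% = zero luminescence signal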
AI-2 QS mod: Vibrio harveyi AI-2 quorum sensing modulators, primary screen, JMH597 strain, luminescence/OD600 ratio. Vibrio harveyi JMH597 AI-2 luminescence/OD600 ratio, 9 h; active compounds read low; strain lacks LuxN and CqsS sensors; 0 = neutral-control median. activity change, % at 7.5 µM. actives 0.4% (n = 300,000); in the data active means activity change below about -75%, passing the limit was not always enough; inconclusive means no clear call, values can overlap the other calls;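 further: luminescence divided by OD600 gain over 9 h not by final OD600 alone; inactives centre near 13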
HSF1 activator: HSF-1 activators, primary screen, NIH3T3-HGL cells, MG132 stress, luminescence, single point; NIH3T3-HGL HSF-1 luciferase reporter, 8 h; 100% = twice DMSO control signal; activation, % at 9 µM; actives 1.7% (n = 300,000); AID 504408, 2011;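 active means mean replicate activation of at least 50% with a set share of replicates each reaching 50%; inconclusive means only one of those two conditions met; inactive means mean below 50% and too few replicates reaching it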;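 further: 0% = median of the neutral control wells and 100% = twice that signal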
aSyn 5UTR inh: MLPCN primary screen, SNCA 5' untranslated region; alpha-synuclein 5'UTR reporter, inhibitor activity; inhibition, % (tested at 7.5 µM); actives 0.82% (n = 300,000); in the data active means inhibition above about 60%; inconclusive means no clear call, values can overlap the other calls;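 further: H4 neuroglioblastoma cells stably carrying SNCA 5'UTR luciferase fusion; 0% = DMSO wells and 100% = positive control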
PolyA inhibitor: polyadenylation inhibitors in yeast reporter cells, primary screen, luminescence, S. cerevisiae; S. cerevisiae SKY197-pL101 polyadenylation reporter, beta-gal luminescence; efflux-impaired pdr1/pdr3 knockout yeast; score 100 = 6 SD above DMSO; calls only at 12 µM; actives 0.02% (n = 300,000); AID 1875, 2009;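 active means lowest replicate activity score at least 50, where 100 means six control SD above control mean; inconclusive means lowest score under 50 but half or more replicates reach 50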;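 further: yeast exposed to compound for 9 h at 30 °C; higher score means more reporter readthrough which indicates perturbed polyadenylation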
HSP90 refold inh: HSP90 inhibitors, primary screen, cell lysate, luminescence. actives 0.91% (n = 290,000). Rabbit reticulocyte lysate, luciferase refolding luminescence, 3 h. inhibition, % at 5.6 µM. Heat shock protein HSP 90 (rabbit reticulocyte lysate; luciferase refolding);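 active means inhibition above the screen-wide mean plus 3 SD, computed separately per campaign, cut at about 16% in these data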;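 further: 0% = DMSO wells and 100% = 60 µM geldanamycin wells; inhibitors lower the luminescence because luciferase stays unfolded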
IEC-6 tox: cytotoxicity in IEC-6 intestinal epithelial cells, primary screen, cytotoxicity control for KLF5 inhibitor project, cell-based, luminescence. IEC-6 cytotoxicity, luminescence viability. inhibition, % at 5 µM. actives 0.78% (n = 290,000). AID 1825, 2009; in the data active means inhibition above about 22%;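 further: 0% = plate median of test compound wells and 100% = cytotoxic reference compound wells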
* = called active by the depositor; i = inactive; ? = inconclusive; . = not tested or not shown. This is a subset. The share of hits here may be higher or lower than overall.

SMILES | KLF5 inh | GSK3beta inhib | GSK3A inh | HSF1 inh | AI-2 QS mod | HSF1 activator | aSyn 5UTR inh | PolyA inhibitor | HSP90 refold inh | IEC-6 tox
COc1ccc(-c2nnn(Cc3nc(N)nc(N4CCOCC4)n3)n2)cc1OC | -10 | . | -3 | . | . | . | . | . | -1 | -10
Cn1c(CCNC(=O)c2ccco2)nc2cc([N+](=O)[O-])ccc21 | -18 | 1 | -1 | 8 | 36 | 15 | -4 | i | 1 | 1
S=C(NCCCc1ccccc1)NCc1ccccc1 | -21 | 1 | . | . | -19 | . | . | . | -4 | -2
Cc1ccc(-n2ncc3c(=O)[nH]c(SCC(=O)N4CCN(c5ccccc5)CC4)nc32)cc1 | -16 | 0 | -4 | 2 | 12 | -9 | -10 | i | 1 | 2
COc1ccc(-c2c(C)c3ccc(O)cc3oc2=O)cc1OC | -28 | -7 | -16 | 2 | 2 | 12 | 1 | i | -3 | -6
CC(C)c1ccc(-c2nc(N3CCOCC3)[nH]c(=O)c2C#N)cc1 | -20 | 1 | -2 | -7 | 19 | 27 | 25 | i | 0 | 0
CC(=O)c1cc(C(=O)N2CCc3c([nH]c4ccccc34)C2C2CCCCC2)[nH]n1 (stereo unspecified) | 4 | 1 | -3 | 25 | 29 | 20 | -6 | i | 4 | 2
CSc1nnc(CCNS(=O)(=O)c2ccc(Br)cc2)n1C | -31 | 0 | -1 | -1 | 18 | 11 | -14 | i | -1 | -4
CC1CCCN(C(=O)c2cccc(S(=O)(=O)N3CCCc4ccccc43)c2)C1 (stereo unspecified) | . | -4 | 0 | 15 | 18 | -5 | 7 | i | . | .
CSc1ccccc1NC(=O)CCn1c(=O)sc2ccccc21 | -9 | 0 | -1 | 7 | 28 | 22 | 4 | i | -1 | 2
C/C(=N\O)c1ccc2c(c1)OCCO2 | -13 | 0 | -1 | -8 | 27 | -10 | -12 | i | -1 | -6
O=C(NCC1CCCO1)C(c1cccs1)N(C(=O)c1ccc(-c2ccccc2)[nH]1)C1CCCC1 (stereo unspecified) | -8 | 0 | 5 | 1 | -5 | 25 | 3 | i | -1 | 2
CC1(C)CC(=O)C2=C(C1)OC(N)=C(C#N)C2c1ccccc1OC(=O)N1CCOCC1 (stereo unspecified) | -1 | -2 | 0 | -7 | 16 | 17 | 15 | i | 4 | -5
Cc1noc(C)c1C(=O)OCC(=O)C12CC3CC(CC(C3)C1)C2 | -26 | 4 | -2 | -7 | 1 | 0 | -9 | i | 2 | 4
COc1ccc(C(=O)N2CCCC(Nc3ccc(C)c(C)c3)C2)c(OC)n1 (stereo unspecified) | -5 | 3 | -2 | 5 | 26 | 12 | 5 | i | -4 | -4
CCc1ccc(NC(=S)N(CCN2CCCCC2)Cc2ccco2)cc1 | -2 | 2 | 4 | 0 | 31 | -6 | -44 | i | 2 | 0
O=C1N=c2ccccc2=C1c1sc(=S)n(CC2CCCO2)c1O (stereo unspecified) | 5 | -4 | 0 | 12 | 22 | 18 | -16 | i | 4 | 6
CCOC(=O)CCCn1ccc2cc(S(=O)(=O)N3CCCC3)ccc21 | -65 | -23 | -1 | 6 | 33 | 20 | 0 | i | 1 | 4
Cc1occc1-c1nnc(SCC(=O)NCc2cccs2)n1-c1ccc(F)cc1 | -17 | -1 | 5 | 3 | 2 | 7 | 11 | i | -3 | 0
CCn1cc([N+](=O)[O-])c(C(=O)N2N=C(c3ccc(O)c(OC)c3)CC2c2ccccc2O)n1 (stereo unspecified) | -8 | 1 | -1 | -6 | 54 | 8 | 21 | i | 2 | -4
Cc1cccc(NC(=O)N2CCN(Cc3ccccc3)CC2)c1 | -17 | 3 | -1 | 0 | -9 | 16 | -61 | i | -1 | -2
COc1ccccc1NS(=O)(=O)c1ccc2c(c1)n(C)c(=O)n2C | -33 | 0 | -1 | . | 18 | . | 17 | i | 0 | 0
CC(C)C/C(O)=C/c1nc2cc(Cl)ccc2oc1=O | 4 | 1 | 1 | -4 | 6 | 7 | -24 | i | 6 | 1
CCc1cc(C(=O)O)c(NC(=O)/C=C/c2ccc(OC)cc2)s1 | -108 | 4 | -2 | 9 | 30 | 24 | -119 | i | 1 | 2
CCc1nnc(NC(=O)CSc2ncc(-c3ccccc3)[nH]2)s1 | -25 | -2 | -6 | 5 | 7 | 5 | -50 | i | 3 | -2
Cc1c(Cl)cccc1NC(=O)CN1CCC(NC(=O)C2CCCCC2)CC1 | -12 | -3 | -1 | -7 | 6 | 7 | 28 | i | -2 | -1
CCCCn1c(N)c(Sc2ccc(C)cc2)c(=O)[nH]c1=O | -12 | 1 | -3 | 4 | 24 | 22 | -39 | i | 0 | -5
COc1ccc(S(=O)(=O)NCCOc2cccc3cccnc23)cc1OC | -48 | 0 | . | -5 | ? | 0 | 3 | i | 2 | 1
O=Cc1c(Sc2ccccc2)nc2ccccn2c1=O | -22 | -2 | 8 | 27 | 12 | ? | -28 | . | 4 | 6
CCOc1ccc(C(=O)OC2CCCN(C)C2)cc1 (stereo unspecified) | -1 | -1 | -5 | 4 | 2 | 12 | -2 | i | 3 | 14
Cc1nn(C)cc1S(=O)(=O)NC1CCCC1 | 16 | 2 | 2 | -11 | 19 | -18 | 15 | i | 5 | 5
CC1(C)c2[nH]c3ccccc3c2C[C@@H]2C(=O)N(Cc3ccc(F)cc3)C(=O)N21 | . | -1 | -1 | 14 | -11 | 19 | 6 | i | . | .
CCN(CC)c1ccc2c(C)c(-c3ccc(N)cc3)c(=O)oc2c1 | -62 | 0 | 0 | 9 | 11 | 5 | -17 | i | 3 | -9
CC1CCCCN1C(=O)c1cc(-c2ccc3c(c2)OCO3)on1 (stereo unspecified) | -116 | 0 | 0 | 6 | -71 | -1 | -87 | i | 7 | 3
CCC(CO)Nc1ncc([N+](=O)[O-])cc1C#N (stereo unspecified) | -16 | 2 | 1 | -7 | 19 | 9 | 5 | i | -2 | 6
CC(C)(C)NC(=O)NC(=O)COC(=O)c1cccc(F)c1 | -1 | 1 | -1 | 6 | 18 | 0 | -1 | i | 0 | 0
CNC(=O)CSc1nnc(-c2ccc3c(c2)OCO3)n1C | -10 | 3 | 0 | 6 | 6 | 14 | -13 | i | -4 | -2
CCCCn1c(N)c(N(CCOC)C(=O)c2cc(-c3ccncc3)nc3ccccc23)c(=O)[nH]c1=O | -24 | -3 | -1 | -7 | 16 | -13 | 4 | i | -2 | -7
CCOCCCNC(=O)c1c(-c2ccccc2)noc1C | -21 | -2 | 17 | -6 | 12 | 2 | -17 | i | 6 | -3
Cc1ccc(-c2ccc(/C=N/NC(=O)CN3CCCC3)o2)cc1Cl | -27 | 4 | 6 | 6 | 1 | 18 | -46 | i | 2 | -3
O=C(CNC(=O)c1ccc(S(=O)(=O)N2CCCC2)cc1)N/N=C/c1ccc(F)cc1 | 10 | 3 | -6 | -15 | 14 | -27 | 24 | i | -3 | -4
CC(C)C(NC(=O)CNC(=O)OC(C)(C)C)C(=O)NCc1ccccc1 (stereo unspecified) | -23 | 0 | -9 | -4 | 15 | -5 | 2 | i | -2 | 1
O=C(Cc1ccccc1)N1CCCC(c2nc(-c3cccs3)no2)C1 (stereo unspecified) | -12 | 1 | 1 | -4 | 23 | 4 | -8 | i | -4 | -7
COc1cc(C=O)c(Br)cc1OC1CCCC1 | -15 | 8 | 2 | -4 | -6 | -12 | 22 | i | 0 | -4
COc1ccccc1NS(=O)(=O)c1cc(NC(=O)Nc2ccc(Cl)cc2Cl)ccc1N1CCCCC1 | -2 | -1 | 2 | 7 | 5 | -2 | 41 | . | 1 | 2
CCOC(=O)c1[nH]c(C)c(C(=O)Nc2ccccc2F)c1C | 5 | -4 | 0 | 13 | 20 | 7 | -54 | i | 0 | 47*
CCc1ccc(C2=NN(C(C)=O)C(c3ccco3)C2)cc1 (stereo unspecified) | -137 | 1 | -1 | 33 | 27 | 74* | -202 | i | 1 | 7
NC(=O)CSc1nnnn1-c1cccc(Cl)c1 | -9 | -4 | -2 | -9 | 13 | -10 | 19 | i | 3 | 1
Cn1cc(SCC(=O)NCc2ccc(F)cc2)c2ccccc21 | -14 | 1 | -1 | -1 | 35 | 7 | 11 | i | 1 | 3
COCCn1nnnc1C(c1cc2ccc(OC)cc2[nH]c1=O)N1CCc2ccccc2C1 (stereo unspecified) | -21 | -1 | 3 | -10 | 7 | 11 | -15 | i | 1 | 7
Nc1nc(=S)c2ncn(C3CCCC3)c2[nH]1 | -15 | -3 | 8 | -7 | 8 | 9 | 9 | i | -1 | -6
CCOc1c(Cl)cc(CNCc2ccccn2)cc1OC | -11 | 4 | 2 | -3 | 22 | -3 | 7 | i | 2 | 5
Cc1cc(C(C)(C)C)ccc1OCCn1ccnc1 | -8 | -5 | 1 | -1 | 31 | -1 | -5 | i | 3 | 2
Cc1cc2ncc(S(=O)(=O)c3ccccc3)c(N)n2n1 | -38 | 2 | -1 | -12 | 4 | 4 | -8 | i | 4 | 2
O=C(O)CN1C(=O)/C(=C\c2cn(-c3ccccc3)nc2-c2ccccc2)SC1=S | -7 | -8 | -2 | -1 | 5 | 6 | 6 | i | -3 | 5
COc1ccc(-c2oc(/N=C/N3CCCC3)c(C#N)c2-c2ccc(OC)cc2)cc1 | -15 | -2 | -2 | 0 | 13 | -5 | 40 | i | 0 | -3
N#CCSc1nnc(C2CCCCC2)n1-c1ccccc1 | -16 | -4 | -1 | -4 | 8 | -6 | 26 | i | 0 | -1
O=[N+]([O-])c1cccc(/C=N\N2CCN(c3ccc(Cl)cc3)CC2)c1 | 7 | 1 | -2 | . | 13 | . | . | . | 0 | -4
